Nrf2 block: blocks Nrf2 signaling; Potency, µM (top dose mostly 46 µM), inactives show at the top dose activity change, negative = inhibition, usual class: inhibitors; AID 504444; A549 ARE-Fluc reporter, luciferase luminescence, 18-24 h; 2.1% of 360,000 active; note: potency is the fitted concentration of half-maximal effect; % is set by controls: 0 for no effect and ±100 for the full control effect; nearly all actives have a fitted effect of over 60% in size
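In this cell-based qHTS, ARE-driven firefly luciferase in A549 cells reports Nrf2 activity; the luminescent signal after BugLite lysis is the measured value, with a prior CellTiter-Fluor read for cell health.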
A549 viability: kills or reduces viability of A549 cells in Nrf2 counter-screen; A549 ARE-Fluc cells, CellTiter-Fluor viability, 18-24 h; Potency, µM (series often up to 46 µM), for the others: top-dose activity change, negative = cytotoxicity, actives largely listed as inhibitors; 0.16% of 390,000 active; AID 504648; note: potency is the fitted concentration of half-maximal effect; % is set by controls: 0 for no effect and ±100 for the full control effect
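A549 ARE_Fluc cells in 5% FBS OPTI-MEM were exposed to compounds in concentration-response for 18-24 h at 37 deg C. Viability was read by CellTiter-Fluor fluorescence (Ex 405/Em 525) after 30 min, before the luciferase read.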
EPAC2 ag: EPAC2 (human) agonism | Q8WZA2 | EPAC2 activation, biochemical qHTS; response scale: 100% = 6.5 mM cAMP response | AID 720711 | 0.079% of 360,000 active | Potency, µM (doses to about 154 µM), inactives show top-dose activation, most hits filed as activators; note: potency is the fitted concentration of half-maximal effect; nearly all actives have a fitted effect of over 50% in size
Target sequence (Q8WZA2 whole entry, looked up): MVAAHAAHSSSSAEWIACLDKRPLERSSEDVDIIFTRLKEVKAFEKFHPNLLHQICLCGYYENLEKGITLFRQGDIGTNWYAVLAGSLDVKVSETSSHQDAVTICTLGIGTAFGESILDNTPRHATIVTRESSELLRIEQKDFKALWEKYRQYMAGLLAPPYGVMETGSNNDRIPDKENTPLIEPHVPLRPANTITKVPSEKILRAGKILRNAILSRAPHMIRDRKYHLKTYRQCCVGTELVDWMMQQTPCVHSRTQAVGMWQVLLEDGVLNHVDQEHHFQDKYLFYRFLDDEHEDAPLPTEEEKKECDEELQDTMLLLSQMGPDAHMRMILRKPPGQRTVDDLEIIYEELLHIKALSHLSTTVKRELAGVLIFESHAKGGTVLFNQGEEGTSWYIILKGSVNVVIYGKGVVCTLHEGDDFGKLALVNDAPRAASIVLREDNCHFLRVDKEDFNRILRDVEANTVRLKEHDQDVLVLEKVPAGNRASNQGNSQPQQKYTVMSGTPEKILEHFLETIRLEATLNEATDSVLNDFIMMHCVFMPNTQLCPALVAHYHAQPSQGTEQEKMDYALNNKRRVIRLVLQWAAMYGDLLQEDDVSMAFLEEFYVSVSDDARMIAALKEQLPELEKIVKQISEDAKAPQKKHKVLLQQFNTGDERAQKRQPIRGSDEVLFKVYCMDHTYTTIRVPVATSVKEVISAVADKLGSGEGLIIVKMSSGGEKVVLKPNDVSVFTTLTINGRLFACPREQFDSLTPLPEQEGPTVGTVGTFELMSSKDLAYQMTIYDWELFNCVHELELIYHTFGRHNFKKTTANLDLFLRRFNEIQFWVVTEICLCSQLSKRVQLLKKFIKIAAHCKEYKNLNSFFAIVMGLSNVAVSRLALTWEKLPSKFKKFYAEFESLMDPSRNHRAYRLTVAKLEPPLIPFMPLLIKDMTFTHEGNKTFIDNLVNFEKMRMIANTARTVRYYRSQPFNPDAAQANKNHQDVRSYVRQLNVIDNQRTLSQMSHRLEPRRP
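Guanine nucleotide exchange by EPAC2 is measured as reduced fluorescence of BODIPY-GDP once it is released from 250 nM Rap1B. Plates are read kinetically for 30 min at room temperature; results are scaled to 6.5 mM cAMP.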
pAkt inh: Akt phosphorylation inhibition. AID 651550. 0.32% of 360,000 active. activity change, % for hits at 50 µM. Neuro2A IGF-stimulated pAkt S473 HTRF, 20 min; active compounds read low; in the data active = activity change below about -80%; inconclusive = mostly about -51% to -80%; note: % is set by controls: 0 for no effect and ±100 for the full control effect
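Neuro2A cells in DMEM with 0.5% FBS, overnight at 37 deg C, given compound at single 50 µM final, then IGF (6 nM final) for 20 min at 37 deg C. Lysed; phospho-Akt Ser473 by HTRF after 24 h, 665/615 ratio.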
TGFb SMAD3 inh: inhibitors of TGF-b signaling; HepG2 CAGA-GFP TGF-b/SMAD3 reporter, GFP fluorescence, 18 h; TGF-beta stimulated, 500 pg/mL final; Potency, µM (doses to about 46.1 µM), without a hit: top-dose activity, negative = inhibition, hits mostly inhibitors; 1.2% of 410,000 active; note: potency is the fitted concentration of half-maximal effect; % is set by controls: 0 for no effect and ±100 for the full control effect; nearly all actives have a fitted effect of over 65% in size
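Using HEPG2 CAGA-GFP reporter cells at 1000 cells/well, we pinned test compounds, stimulated with recombinant TGF-beta (500 pg/mL final) and measured total well GFP after 18 h.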
EPAC2 antagonist: blocks human EPAC2 exchange factor | Q8WZA2 | EPAC2 GEF exchange of Rap1B-BODIPY-GDP, fluorescence | Potency, µM (doses to about 114 µM), for inactives: at the top dose activity, negative = inhibition, most hits filed as inhibitors | 0.18% of 360,000 active | AID 720708; note: potency is the fitted concentration of half-maximal effect; % is set by controls: 0 for no effect and ±100 for the full control effect; nearly all actives have a fitted effect of over 45% in size; many of its hits are not listed in these tables
CCT modulator: changes cytosolic chaperonin activity; activity change, % (no concentration beside the values), hits read low; 0.3% of 360,000 active; purified chaperonin ATPase assay, HTRF ADP detection, 30 min; in the data active = activity change below about -30%; note: % is set by controls: 0 for no effect and ±100 for the full control effect
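Enzyme 40 or 20 nM (batch-dependent) in Tris pH 7.4/KCl/MgCl2/DTT; cpd 76 uM single point; ATP 10 uM; 30 min 37 °C; Transcreener ADP HTRF detection, 30 min RT; ratio 665/615.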
Mm-Cpn inhibitor: blocks the Methanococcus maripaludis chaperonin Mm-Cpn. Potency, µM (highest dose often 76.9 µM), for inactives: at the top dose activity, negative = inhibition, usual class: inhibitors. purified Mm-Cpn ATPase, ADP Transcreener TR-FRET. 0.031% of 330,000 active. AID 504842; note: potency is the fitted concentration of half-maximal effect; % is set by controls: 0 for no effect and ±100 for the full control effect; nearly all actives have a fitted effect of over 80% in size
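Quantitative HTS used 25 nM Mm-CPN and 10 uM ATP in magnesium/KCl Tris buffer, pH 7.4, with 1 mM DTT. Hydrolysis ran 30 min at 37°C; ADP was read by HTRF.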
Nrf2 ARE act: activates Nrf2 signaling; AREc32 ARE-luciferase reporter (MCF7-derived line), luminescence, 24 h; Potency, µM (series often up to 46.1 µM), for inactives: top-dose activation, usual class: activators; 0.31% of 410,000 active; AID 624171; note: potency is the fitted concentration of half-maximal effect; % of control where 0% means no effect; nearly all actives have a fitted effect of over 65% in size
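ARE-driven firefly luciferase activity in AREc32 cells measured after a 24 hr compound exposure at 37 deg C, using Steady-Glo reagent and a 30 min room-temperature hold.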
An asterisk follows results filed as active; i = inactive; u = inconclusive; x = not tested or not shown; [ ] = dose if it differs, or a comment. Unless noted, calls come from the whole dose curve; as a rule, active = well fitted curve in the direction sought with a large enough effect; inconclusive = small, poorly fitted or top-dose-only effect, or another doubt; inactive = no such curve, though single readings can be large; an effect the other way counts as inactive or inconclusive.

SMILES,Nrf2 block,A549 viability,EPAC2 ag,pAkt inh,TGFb SMAD3 inh,EPAC2 antagonist,CCT modulator,Mm-Cpn inhibitor,Nrf2 ARE act
COc1ccc(OC)c(Cc2nnc(CCC(=O)N3CCCCCC3)o2)c1,u,1%,-3%,i,3%,-1%,2.1,0%,2.5%
NC(=S)COc1ccccc1,6%,2%,3%,i,-12%,-1%,-5.2,2%,-0.3%
S=c1[nH]nc(COc2ccc(Cl)cc2)n1C1CCCCC1,u,u,2%,i,-22%,-8%,-2.0,-8%,1.9%
CCCCn1nnnc1C(c1ccccc1)N1CCN(c2cccc(C)c2C)CC1 (centres undefined),x,x,13%,i,x,-5%,-1.5,x,5.3%
COc1ccc(C(=O)/C=C/Nc2cc(C)ccn2)cc1,u,-3%,0%,i,-7%,2%,-2.2,-2%,5.3%
CCOc1ccc(CCNC(=O)COC(=O)c2ccc(OC)c(OC)c2OC)cc1OCC,3%,-13%,-6%,i,10%,-1%,-2.8,-1%,-0.6%
CCOc1ccc(N2C(=O)CC(Sc3nc(CC(C)C)ccc3C#N)C2=O)cc1 (centres undefined),-4%,-5%,2%,i,-1%,7%,-0.4,2%,0.0%
CCOC(=O)c1cc(-c2ccc(F)cc2)n(CC(=O)N2CCCC2)c1C,-8%,2%,3%,i,18%,3%,-1.8,-3%,0.2%
c1ccc2oc(NC3=NCN(CC4CCCO4)CN3)nc2c1 (centres undefined),u,10%,0%,i,-4%,23%,1.5,0%,-0.5%
COc1cc(OC)cc(-c2c(-c3ccc(C(C)=O)cc3)c3cc(-c4cccc5[nH]ccc45)ccc3n2C)c1,0%,u,4%,i,2%,29%,-0.4,-13%,-1.0%
Cc1ccc(C)c(N2CCN(C(=O)c3ccc(Cn4c(=S)[nH]c5ccc(N6CCOCC6)cc5c4=O)cc3)CC2)c1,25%,0%,6%,i,-19%,-4%,-0.8,-7%,0.5%
Cc1ccc(C(=O)NCC(=O)N/N=C/c2sccc2C)cc1[N+](=O)[O-],u,2%,3%,i,0%,-2%,1.1,2%,-0.6%
CCC(C(=O)OC)n1cnc2c(nnn2-c2ccc(OC)cc2)c1=O (centres undefined),0%,0%,-4%,i,0%,3%,0.5,1%,0.3%
COC(=O)c1ccc(Oc2coc3cc(OCc4ccc([N+](=O)[O-])cc4)ccc3c2=O)cc1,9%,-2%,6%,i,3%,1%,-0.9,1%,-1.4%
Cc1ccc(C(=O)NCC(C)(C)N2CCOCC2)s1,16%,0%,-9%,i,7%,10%,-1.3,-5%,-0.2%
Cc1ccc(-n2c(C)c3c(C)nnc(C)c3c2C)cc1C,-19%,-11%,3%,i,-2%,-12%,-2.6,-2%,0.1%
CC(C)c1ccc(C(C)NCCS(=O)(=O)c2ccc(Br)cc2)cc1 (centres undefined),5%,1%,29%,i,0%,-18%,1.5,1%,7.1%
CC(OC(=O)c1ccccc1NCCO)C(=O)NCC(=O)Nc1ccc(F)c(F)c1F (centres undefined),5%,1%,5%,i,-3%,-1%,-0.1,-2%,0.2%
COc1ccc(C(N)c2nccc3cc(OC)c(OC)cc23)cc1OC (centres undefined),8%,1%,-2%,i,-12%,-10%,-0.5,-2%,-0.5%
Cc1ccc(OCC(=O)NCc2cccs2)c([N+](=O)[O-])n1,u,1%,0%,i,1%,-3%,0.0,2%,2.0%
CN1CCN(C(=O)c2ccc(-c3ccc(Br)cc3)o2)CC1,11%,0%,-2%,i,13%,2%,-0.3,-4%,5.4%
COc1ccc(CNCc2cc3c(cc2[N+](=O)[O-])OCO3)cc1,-7%,2%,10%,i,-11%,1%,-1.1,-1%,3.4%
CC1CC(C)CN(CCCNC(=O)c2ccc3c(c2)ncn3C2CCCC2)C1 (centres undefined),9%,-11%,2%,i,3%,-8%,-0.3,-7%,0.7%
CN(C)S(=O)(=O)c1ccc(C(=O)NC(=O)CSc2nncs2)cc1,-1%,3%,12%,i,-6%,-13%,-2.2,1%,0.2%
COc1cccc(-c2cc(N3C(=O)Nc4ccccc4N3O)n[nH]2)c1,-6%,0%,2%,i,-11%,7%,-1.8,-2%,0.4%
CN(C)CCNC(=O)c1ccc(-n2c(-c3ccccc3)cc3c2CCCCC3)cc1,u,-6%,x,x,0%,x,x,x,u
COc1ccc(CNC(=O)C(c2ccncc2)N(C(=O)Cc2cccs2)c2ccc(C)cc2)cc1 (centres undefined),u,-5%,14%,i,0%,-8%,-7.6,2%,2.2%
O=C(NCC(=O)N1CCN(C(=O)c2ccco2)CC1)c1ccc(Cl)cc1,12%,2%,7%,i,-12%,11%,-0.2,0%,-0.5%
COc1ccc(CCNC(=O)CSc2nnnn2-c2cccc(C(C)=O)c2)cc1OC,8%,-1%,x,x,-11%,x,x,x,5.3%
CCOC(=O)C1C(=O)C=C(/C=C/c2ccccc2)CC1c1ccc(Cl)cc1 (centres undefined),u,-1%,6%,i,2%,1%,-2.9,1%,5.0%

An excerpt of these results, with two lines to a compound:
Order of values: Nrf2 block | A549 viability | EPAC2 ag | pAkt inh | TGFb SMAD3 inh | EPAC2 antagonist | CCT modulator | Mm-Cpn inhibitor | Nrf2 ARE act
COC(=O)c1ccc(Oc2coc3cc(OCc4ccc([N+](=O)[O-])cc4)ccc3c2=O)cc1
    9% | -2% | 6% | i | 3% | 1% | -0.9 | 1% | -1.4%
Cc1ccc(C(=O)NCC(C)(C)N2CCOCC2)s1
    16% | 0% | -9% | i | 7% | 10% | -1.3 | -5% | -0.2%

The list continues:
SMILES,Nrf2 block,A549 viability,EPAC2 ag,pAkt inh,TGFb SMAD3 inh,EPAC2 antagonist,CCT modulator,Mm-Cpn inhibitor,Nrf2 ARE act
CCN(CC)c1ccc(/C=N/NC(=O)Cc2nnc(NC(=O)Nc3ccccc3)s2)cc1,-10%,-13%,-7%,i,u,10%,-6.2,1%,13%
Cc1ccc(S(=O)(=O)c2nc(-c3ccco3)oc2NCC2CCCO2)cc1 (centres undefined),-5%,-1%,-2%,i,8%,2%,-1.7,-1%,-0.2%[9.22 µM]
CC(=O)Nc1ccc(NC(=O)C(F)(F)F)cc1,4%,0%,-2%,i,-6%,5%,0.4,0%,-0.6%
S=C1NC2(CCCCC2)Nc2ccccc21,-8%,2%,1%,i,-10%,2%,-3.0,-4%,-0.3%
CC(C)(C)c1ccc(OCCC(=O)OCC(=O)Nc2cccnc2Cl)cc1,1%,-4%,6%,i,25%,-3%,1.6,-2%,-0.2%
O=C(NCc1cccs1)c1ccc2c(c1)OCCO2,u,2%,8%,i,10%,3%,-2.1,-3%,0.4%
CCOc1ccc(S(=O)(=O)N2CCN(C(=O)CN3C(=O)NC4(CCCC4)C3=O)CC2)cc1,-13%,-4%,-3%,i,-28%,3%,-3.4,-2%,-0.1%
O=C(NCCOCCn1c(=O)oc2ccccc21)Nc1ccc(Cl)cc1,-41%,-3%,x,x,u,x,x,x,0.4%
C=CCNC(=O)C1CC2Cn3c(nc4ccccc43)C2N1C (centres undefined),6%,3%,8%,i,9%,6%,-2.1,2%,3.1%
COCCNC(=O)CN(Cc1ccc2c(c1)OCO2)C(=O)CCC(=O)Nc1nccs1,14%,0%,-4%,i,1%,6%,-4.6,0%,-0.2%
Cc1cc(=O)[nH]c(SCC(=O)N2CCc3ccccc3C2)n1,2%,-3%,3%,i,8%,0%,-0.9,0%,0.0%
Cc1cc(C(=O)OCC(=O)Nc2ccccc2C#N)c(C)o1,u,0%,7%,i,-5%,-4%,1.1,0%,2.6%
CC(C)c1ccc(S(=O)(=O)c2cn(CC(=O)Nc3ccc(F)cc3)c3ccccc3c2=O)cc1,10%,2%,x,x,-1%,x,x,x,-1.3%
CCn1c(SCC(=O)Nc2cc(OC)c(OC)c(OC)c2)nnc1-c1cccs1,u,-10%,12%,i,-24%,-2%,-1.8,1%,2.6%
COc1ccc2c(Cl)c(C(=O)N/N=C3\CCCC(=O)C3)sc2c1,25%,3%,1%,i,71%[activator],20%,-2.0,-8%,4.9%
COc1ccc(-c2cc(-c3ccccc3)c(C#N)c(SCC(=O)O)n2)cc1,u,-7%,-7%,i,0%,-7%,2.0,x,-0.4%
COc1ccc(Cc2nnc(N/N=C/c3ccc(O)cc3)[nH]c2=O)cc1OC,u,5%,-5%,i,u,-1%,-3.1,4%,1.8%
Fc1ccccc1COc1ccc(Br)cc1CNCc1cccnc1,-9%,0%,6%,i,u,-14%,3.3,2%,4.6%
COC(=O)C1CCN(c2nc3ccccc3nc2C(C#N)C(=O)OCC(C)C)CC1 (centres undefined),-23%,-6%,-10%,i,-12%,2%,-40*,0%,-0.6%
CCOc1ccc(CCN2CN(CC)CNC2=S)cc1OCC,-22%,1%,14%,i,-20%,0%,1.0,-2%,2.1%
CC(C)Cn1c([N+](=O)[O-])nc2c1c(=O)[nH]c(=O)n2C,-15%,u,0%,i,u,2%,-0.4,2%,u
Nc1ccc2cn[nH]c2c1,u,-9%,-1%,i,6%,-6%,2.5,2%[15.4 µM],6.5%
CC(Oc1ccc(Cl)cc1Cl)C(=O)OCC(=O)c1c(N)n(C)c(=O)n(C)c1=O (centres undefined),-3%,-3%,-2%,i,u,-26%,0.2,1%,-0.5%

Compound activity deposited in PubChem by National Center for Advancing Translational Sciences (NCATS).

An excerpt; rates above refer to the full screens.
